# Screens deposited in PubChem BioAssay by National Center for Advancing Translational Sciences (NCATS).
# AmpC detergent: inhibitors of E. coli AmpC beta-lactamase with detergent | AmpC hydrolysis of nitrocefin, absorbance 480 nm, 0.01% Triton | Potency, µM (titrated, usually from 114 µM), for the others: top-dose activity change, negative = inhibition, most hits filed as inhibitors | 370,000 compounds, 0.041% hits | AID 485294;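 also: potency is read from the fitted curve at half-maximal effect; 0% = no-compound wells and -100% = no-enzyme wells; nearly all actives have a fitted effect of over 25% in size; some results filed as inactive show a strong effect at the top dose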
# Target sequence (P00811 whole entry, looked up): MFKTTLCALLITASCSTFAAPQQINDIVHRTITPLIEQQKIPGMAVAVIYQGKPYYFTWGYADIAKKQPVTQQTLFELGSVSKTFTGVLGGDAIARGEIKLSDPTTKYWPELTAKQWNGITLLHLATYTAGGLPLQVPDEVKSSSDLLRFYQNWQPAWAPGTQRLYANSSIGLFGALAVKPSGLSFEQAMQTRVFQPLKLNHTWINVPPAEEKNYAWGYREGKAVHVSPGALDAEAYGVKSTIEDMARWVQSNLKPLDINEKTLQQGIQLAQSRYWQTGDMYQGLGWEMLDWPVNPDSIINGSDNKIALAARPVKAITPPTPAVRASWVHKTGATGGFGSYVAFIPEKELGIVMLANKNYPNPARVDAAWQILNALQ
#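 20 mM phosphate pH 7.0 + 0.01% (detergent screen) or 0.0001% Triton X-100; 5.3 nM AmpC reagent; cpd preinc 15 min RT; nitrocefin (800 uM stock) to start; A480 q20 s × 4 min; Activity was normalised to no-enzyme and no-compound control wells.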
# HCMV antiviral: human cytomegalovirus inhibition; 410,000 compounds, 4.5% hits; activity change, negative = inhibition, % at 57.5 µM; AID 1259415; HFF cells, HCMV-luciferase reporter, 72 h; stronger effect = lower value; in the data active = activity change below about -60%; inconclusive = no clear call, values can overlap the other calls; inactive = above about -39%
#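 Cell-based, HFFs, 1000 cells/well, 16 h 37C; cpds in DMSO + HCMV-luc, MOI 1 PFU/cell; 72 h 37C; OneGlo luminescence after 5 min RT; norm. to buffer vs Salinomycin 10uM.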
# Sm TGR block: blocks Schistosoma mansoni thioredoxin glutathione reductase; purified TGR, DTNB reduction, TNB absorbance 405 nm; Q962Y6; 360,000 compounds, 3% hits; Potency, µM (highest dose often 114 µM), for inactives: at the top dose activity change, negative = inhibition, actives largely listed as inhibitors; also: potency is read from the fitted curve at half-maximal effect; nearly all actives have a fitted effect of over 60% in size
#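 Kinetic colorimetric format: TGR-catalysed, NADPH-driven DTNB reduction monitored via TNB absorbance. Enzyme dispensed at 20 nM; compound exposure 15 min at room temperature before reaction start.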
# LmPK inh: blocks Leishmania mexicana pyruvate kinase activity. Potency, µM (series often up to 57.5 µM), for the others: top-dose activity change, negative = inhibition, actives largely listed as inhibitors. purified LmPK, Kinase-Glo ATP luminescence, 1 h. Q27686. 290,000 compounds, 0.37% hits; also: potency is read from the fitted curve at half-maximal effect
# Target sequence (Q27686 whole entry, looked up): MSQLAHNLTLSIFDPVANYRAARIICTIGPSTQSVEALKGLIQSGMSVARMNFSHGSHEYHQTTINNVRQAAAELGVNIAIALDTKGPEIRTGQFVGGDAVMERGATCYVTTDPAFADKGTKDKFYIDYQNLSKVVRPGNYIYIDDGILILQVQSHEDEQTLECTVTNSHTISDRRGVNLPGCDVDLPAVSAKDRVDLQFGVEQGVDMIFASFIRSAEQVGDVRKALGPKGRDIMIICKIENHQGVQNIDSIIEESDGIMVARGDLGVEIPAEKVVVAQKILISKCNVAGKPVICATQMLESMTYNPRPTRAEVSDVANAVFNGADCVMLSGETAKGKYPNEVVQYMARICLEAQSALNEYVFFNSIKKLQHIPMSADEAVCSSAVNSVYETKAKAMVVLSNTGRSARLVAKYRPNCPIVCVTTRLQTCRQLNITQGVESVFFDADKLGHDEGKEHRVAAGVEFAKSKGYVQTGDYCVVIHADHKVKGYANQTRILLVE
#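 In 50 mM imidazole pH 7.2 with 7 mM MgCl2, LmPK (0.1 nM) turned over PEP (0.5 mM) and ADP (0.1 mM) for 1 h at room temperature. Luciferase read-out of ATP.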
# AmpC inh no detg: AmpC beta-lactamase inhibition without detergent; 330,000 compounds, 0.52% hits; Potency, µM (doses to about 57.1 µM), for the others: top-dose activity change, negative = inhibition, hits mostly inhibitors; AmpC nitrocefin hydrolysis, absorbance 480 nm, 0.0001% Triton; P00811;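 also: potency is read from the fitted curve at half-maximal effect; plate controls were no compound for no effect and no enzyme for full effect; nearly all actives have a fitted effect of over 20% in size; some results filed as inactive show a strong effect at the top dose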
#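 AmpC (5.3 nM in the dispensed reagent) in 20 mM phosphate pH 7.0 with 0.01% (detergent screen) or 0.0001% Triton X-100 was preincubated with compounds for 15 min at room temperature. Nitrocefin was then added from an 800 uM solution, and hydrolysis was followed at 480 nm.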
# AMA1 RON2 block: AMA1-RON2 (P. falciparum) interaction inhibition; 360,000 compounds, 0.2% hits; AlphaScreen AMA1-biotinylated RON2 peptide binding; Potency, µM (titrated, usually from 58.2 µM), without a hit: at the highest dose activity change, negative = inhibition, actives largely listed as inhibitors; AID 720542;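 also: potency is read from the fitted curve at half-maximal effect; 0% = vehicle wells and -100% = peptide control; nearly all actives have a fitted effect of over 45% in size; some results filed as inactive show a strong effect at the top dose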
#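 AMA1 (3D7) with his tag at 25 nM final met compounds first, then biotinylated RON2 peptide at 25 nM; detection used donor plus acceptor beads, 10 µg/mL apiece, read by AlphaScreen after 30 min at room temperature.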
# TbPYK inhibitor: blocks Trypanosoma brucei pyruvate kinase | AID 624173 | 410,000 compounds, 0.12% hits | Potency, µM (series often up to 76.8 µM), without a hit: at the highest dose activity, negative = inhibition, hits mostly inhibitors | TbPYK enzyme, Kinase-Glo Plus ATP luminescence, 45 min; also: potency is read from the fitted curve at half-maximal effect; nearly all actives have a fitted effect of over 50% in size
#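 TbPYK + substrate in 50 mM TEA pH 7.2, 100 mM KCl, 10 mM MgCl2, 0.05% BSA, 0.01% Tween-20; cpd pinned; ADP 130 uM final; 45 min RT; Kinase-Glo Plus 10 min; luminescence endpoint.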
# Starred values were filed as active, the others as inactive; ? = inconclusive; · = no result given; & = joins results of further samples; [ ] = remark or other dose. Unless noted, calls follow the shape of the dose curve; as a rule, active = well fitted curve in the direction sought with a large enough effect; inconclusive = small, poorly fitted or top-dose-only effect, or another doubt; inactive = no such curve, though single readings can be large; an effect the other way counts as inactive or inconclusive. Unless noted, % is scaled to controls: 0 for no effect and ±100 for the full control effect.
No.	structure	AmpC detergent	HCMV antiviral	Sm TGR block	LmPK inh
1	Cc1ccc(NC(=O)C2CCCN(c3ncnc4c3nc3n4CCCCC3)C2)cc1F (stereo not given)	20%	-30	-4%	·
2	O=C(O)c1ccccc1-c1ccccc1C(=O)NCc1ccco1	1%	-8	50µM*	3%
3	COc1cccc(C(=O)Nc2c(C)n[nH]c2C)c1	?	-27	2%	1%
4	CN1CCN(C(CNC(=O)C(=O)Nc2ccccc2)c2ccc3c(c2)OCO3)CC1 (stereo not given)	6%	-8	-5%	·
5	O=c1cc2c(c(-c3ccccc3)n1Cc1ccccc1)[C@@H](CCO)NC2	·	7	·	·
6	O=S(=O)(c1ccc(Cl)s1)N1CCc2ccccc2C1	1%	-6	-8%	-1%
7	CCOc1ccccc1C(=O)NC(C(=O)OCC(=O)NNC(=O)c1cccs1)C(C)C (stereo not given)	·	17	·	·
8	Cc1cccn(Cc2c(F)cccc2Cl)c1=O	-7%	-5	-29%	2%

No.	AmpC inh no detg	AMA1 RON2 block	TbPYK inhibitor
1	·	·	16%
2	-22%	2%	-7%
3	-25%	5%	1%
4	·	·	3%
5	·	-12%	4%
6	-26%	59%[activator]	-20%
7	·	115%[activator]	1%
8	-6%	-18%	0%

# Next entries
No.	structure	AmpC detergent	HCMV antiviral	Sm TGR block	LmPK inh
9	CC(=O)Nc1ccc(C2Sc3ccccc3NC3=C2C(=O)c2ccccc23)cc1 (stereo not given)	-9%	-29	-3%	·
10	O=C(CCN1C(=O)/C(=C/c2ccc(F)cc2)SC1=S)N[C@@H](CO)Cc1ccccc1	1%	-64*	1%	-6%
11	CCN(CC)S(=O)(=O)c1ccc(N2CC(C(=O)NCCc3ccc(Cl)cc3)CC2=O)cc1 (stereo not given)	6%	-18	-2%	·
12	COc1ccc(NC(=O)COC(=O)c2ccc(S(=O)(=O)N3CC(C)CC(C)C3)cc2)cc1OC (stereo not given)	·	-7	·	·
13	CC(C)(C)c1ccc(-n2ncc3c2CCCC3NC(=O)c2csnn2)cc1 (stereo not given)	?	-8	2%	-1%
14	CCCN(CC(=O)Nc1cc(C)on1)CC(=O)Nc1ccccc1C	-6%	-13	-6%	·
15	COC(=O)c1cc(-c2c(-c3ccc4c(c3)OCO4)noc2-c2ccsc2)cc([N+](=O)[O-])c1	-22%	-1	-18%	4%
16	Cc1ccc(Cn2c(SCC(=O)NCC3CCCO3)nc3ccsc3c2=O)cc1 (stereo not given)	-6%	0	-1%	1%

No.	AmpC inh no detg	AMA1 RON2 block	TbPYK inhibitor
9	·	·	1%
10	3%	-8%	-1%
11	-7%	3%	-1%
12	·	-3%	-3%
13	-2%	-14%	7%
14	-17%	63%[activator]	1%
15	-30%	26%	3%
16	82%[activator]	-7%	6%

# The list goes on:
No.	structure	AmpC detergent	HCMV antiviral	Sm TGR block	LmPK inh
17	O=C(O)CNC(=O)CCN1C(=O)c2ccccc2C1=O	-7%	60	10%	-1%
18	COc1cc2ccccc2cc1C(=O)NC1CCC(C)CC1 (stereo not given)	·	25	·	·
19	CCOC(=O)c1cc(C)sc1NC(=O)C(c1ccccc1)c1ccccc1	-8%	11	20%	2%
20	Cc1cc2c([nH]c3ccccc32)c(C)n1	4%	?	-14%	-6%
21	CC(C)[C@H](NC(N)=O)C(=O)Nc1ccc(F)c(Cl)c1	6%	18	0%	0%
22	CCOc1ccc(NC(=O)CN2CCN(CC(=O)Nc3ccc(Cl)c(C(F)(F)F)c3)CC2)cc1	-4%	-7	1%	6%
23	O=C(Cn1cc(SCc2ccc(Br)cc2)c2ccccc21)N1CCCCC1	9%	-30	1%	·
24	Cc1nc(N(C)C2CCCCC2)c2nnn(Cc3ccc(F)cc3)c2n1	·	-34	·	·

No.	AmpC inh no detg	AMA1 RON2 block	TbPYK inhibitor
17	-13%	4%	-4%
18	-4%	-2%	3%
19	-21%	-1%	-6%
20	-6%	-2%	2%
21	-10%	1%	-8%
22	206%[activator]	4%	3%
23	·	·	-17%
24	·	-3%	-8%

# Carrying on:
No.	structure	AmpC detergent	HCMV antiviral	Sm TGR block	LmPK inh
25	O=C(CSc1ncc(S(=O)(=O)c2ccc(Cl)cc2)c(=O)[nH]1)Nc1cccc(C(F)(F)F)c1	7%	6	11%	·
26	O=C(CNC(=O)c1ccccc1)OCc1nc2ccccc2s1	-11%	33	-5%	0%
27	C[C@@H]1C[C@H]2[C@@H]3CCC4=CC(=O)C=C[C@]4(C)[C@@]3(F)[C@@H](O)C[C@]2(C)[C@@]1(O)C(=O)COP(=O)(O)O	-1%&2%	23	0%&3%	5%&0%
28	Cc1ccc(/C=C/C(=O)OCC(=O)NCCc2ccc(S(N)(=O)=O)cc2)o1	·	3	·	·
29	CC(C)CS(=O)(=O)C1=NN2C(=N)/C(=C\c3ccc(OC(=O)c4ccco4)cc3)C(=O)N=C2S1	-7%	-5	-29%	-6%
30	Cc1noc(/C=C/N(C)C)c1S(=O)(=O)N1CCC(C(=O)NC(C)(C)C)CC1	2%	121	3%	-1%
31	COC(/C=C/Nc1ccc(OC)cc1)=C(C#N)C#N	?	-15	13%	1%
32	COc1ccc(-c2nn3c(C4CCCCC4)nnc3s2)cc1OC	-9%	4	-1%	1%

No.	AmpC inh no detg	AMA1 RON2 block	TbPYK inhibitor
25	·	·	-1%
26	-47%	-26%	1%
27	0%&-44%	0%	1%
28	-21%	1%	-22%
29	-34%	0%	6%
30	18%	-3%	-3%
31	-4%	19%	-8%
32	153%[activator]	41%[activator]	-24%

# Entries 22 through 32, quoted:
No.	structure	AmpC detergent	HCMV antiviral	Sm TGR block	LmPK inh
22	CCOc1ccc(NC(=O)CN2CCN(CC(=O)Nc3ccc(Cl)c(C(F)(F)F)c3)CC2)cc1	-4%	-7	1%	6%
23	O=C(Cn1cc(SCc2ccc(Br)cc2)c2ccccc21)N1CCCCC1	9%	-30	1%	·
24	Cc1nc(N(C)C2CCCCC2)c2nnn(Cc3ccc(F)cc3)c2n1	·	-34	·	·
25	O=C(CSc1ncc(S(=O)(=O)c2ccc(Cl)cc2)c(=O)[nH]1)Nc1cccc(C(F)(F)F)c1	7%	6	11%	·
26	O=C(CNC(=O)c1ccccc1)OCc1nc2ccccc2s1	-11%	33	-5%	0%
27	C[C@@H]1C[C@H]2[C@@H]3CCC4=CC(=O)C=C[C@]4(C)[C@@]3(F)[C@@H](O)C[C@]2(C)[C@@]1(O)C(=O)COP(=O)(O)O	-1%&2%	23	0%&3%	5%&0%
28	Cc1ccc(/C=C/C(=O)OCC(=O)NCCc2ccc(S(N)(=O)=O)cc2)o1	·	3	·	·
29	CC(C)CS(=O)(=O)C1=NN2C(=N)/C(=C\c3ccc(OC(=O)c4ccco4)cc3)C(=O)N=C2S1	-7%	-5	-29%	-6%
30	Cc1noc(/C=C/N(C)C)c1S(=O)(=O)N1CCC(C(=O)NC(C)(C)C)CC1	2%	121	3%	-1%
31	COC(/C=C/Nc1ccc(OC)cc1)=C(C#N)C#N	?	-15	13%	1%

No.	AmpC inh no detg	AMA1 RON2 block	TbPYK inhibitor
22	206%[activator]	4%	3%
23	·	·	-17%
24	·	-3%	-8%
25	·	·	-1%
26	-47%	-26%	1%
27	0%&-44%	0%	1%
28	-21%	1%	-22%
29	-34%	0%	6%
30	18%	-3%	-3%
31	-4%	19%	-8%

No.	structure	AmpC detergent	HCMV antiviral	Sm TGR block	LmPK inh
32	COc1ccc(-c2nn3c(C4CCCCC4)nnc3s2)cc1OC	-9%	4	-1%	1%

No.	AmpC inh no detg	AMA1 RON2 block	TbPYK inhibitor
32	153%[activator]	41%[activator]	-24%

# Further results
No.	structure	AmpC detergent	HCMV antiviral	Sm TGR block	LmPK inh
33	CCCc1noc(-c2cccc([N+](=O)[O-])c2)n1	4%	?	-1%	0%
34	Cc1nc(CS(=O)(=O)c2ccccc2)cc(N2CCN(c3ccccc3F)CC2)n1	-6%	-7	-2%	6%
35	CCOc1ccc(-n2cc(C(=O)NCCOC)c3cc(OC)c(OC)cc3c2=O)cc1	-7%	27	3%	4%
36	COc1ccc(F)cc1S(=O)(=O)NCC(c1ccc2c(c1)OCO2)N1CCN(C)CC1 (stereo not given)	?	-28	3%	·
37	CCCCCN(C(=O)COC(=O)COc1c(C)cc(C)cc1C)c1c(N)n(CCCC)c(=O)[nH]c1=O	-12%	-11	0%	·
38	CC(C)(C)NC(=O)NC(=O)CN1CCc2ccccc21	2%	30	5%	1%
39	Cc1cccc(OCc2nnc(SCC(=O)Nc3cccc(C(=O)N4CCOCC4)c3)n2C)c1	2%	6	-3%	6%
40	O=C(CSCc1ccccc1)Nc1cccc(C(=O)Nc2ccc(C(=O)O)cc2)c1	-16%	-13	-12%	2%

No.	AmpC inh no detg	AMA1 RON2 block	TbPYK inhibitor
33	-5%	-13%	-3%
34	1%	2%	-5%
35	74%	1%	-6%
36	1%	-4%	2%
37	-26%	-1%	-12%
38	-36%	-1%	-4%
39	64%[activator]	4%	-5%
40	-23%	0%	7%

# Continuation:
No.	structure	AmpC detergent	HCMV antiviral	Sm TGR block	LmPK inh
41	Cc1csc(=O)n1CCC(=O)OCC(=O)Nc1cc([N+](=O)[O-])ccc1Cl	-3%	-25	0%	·
42	O=C1NC2(CCCCCC2)C(=O)N1Cc1ccccc1	-9%	-6	-21%	-1%
43	COc1ccc(CC(=O)NNC(=O)CSc2nnc(Cc3ccc(OC)cc3)n2-c2ccccc2)cc1	-8%	-29	-7%	-1%
44	COc1ccc(NCc2nc3ccccc3n2CCOc2ccccc2C)cc1	12%	21	1%	·
45	O=S1CC/C(=N\O)c2ccccc21 (stereo not given)	-8%	16	-17%	0%
46	CN(C)S(=O)(=O)c1ccc(C(=O)Nc2ccc(Cl)cc2)cc1	?	-29	19%	-10%
47	CC(C)(C)N(CC#CCC1(O)c2ccccc2-c2ccccc21)CCO	1%	?	-26%	-3%
48	Cc1cccc(C)c1NC(=O)COC(=O)c1cccc2c1C(=O)c1ccccc1C2=O	6%	?	5%	4%
49	Cc1cc(=O)c(C(=O)O)nn1-c1ccccc1Cl	-10%	38	9%	-10%
50	CC(C)c1ccc(NC(=O)CS(=O)(=O)c2cccc3nsnc23)cc1	1%	-15	1%	·

No.	AmpC inh no detg	AMA1 RON2 block	TbPYK inhibitor
41	-14%	-20%	2%
42	-22%	6%	-1%
43	36%	109%[activator]	-15%
44	·	·	2%
45	-11%	17%	1%
46	-19%	14%	3%
47	-6%	24%	2%
48	-2%	-1%	-6%
49	-16%	-14%	3%
50	·	·	5%
